CBFb RUNX1 block: inhibitors of human CBF-beta and RUNX1 interaction. Q01196+Q13951. AlphaScreen CBFb-His/RUNX1-biotin binding, biochemical. Potency, µM (series often up to 59.8 µM), for the others: top-dose activity, negative = inhibition, hits mostly inhibitors. 230,000 tested, under 10 active; also: % of control where 0% means no effect
Target sequence (Q01196 whole entry, looked up): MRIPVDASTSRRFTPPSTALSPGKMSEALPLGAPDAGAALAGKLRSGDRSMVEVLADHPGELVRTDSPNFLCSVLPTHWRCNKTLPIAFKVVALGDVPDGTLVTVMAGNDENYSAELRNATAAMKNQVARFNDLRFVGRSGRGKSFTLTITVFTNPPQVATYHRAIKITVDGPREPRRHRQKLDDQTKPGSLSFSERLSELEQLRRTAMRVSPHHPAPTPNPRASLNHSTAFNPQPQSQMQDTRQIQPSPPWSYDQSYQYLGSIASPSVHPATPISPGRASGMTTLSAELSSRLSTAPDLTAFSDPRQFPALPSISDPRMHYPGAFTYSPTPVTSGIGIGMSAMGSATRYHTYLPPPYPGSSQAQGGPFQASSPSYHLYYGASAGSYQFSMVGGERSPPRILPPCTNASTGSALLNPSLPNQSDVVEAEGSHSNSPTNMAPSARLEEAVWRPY
Target sequence (Q13951 whole entry, looked up): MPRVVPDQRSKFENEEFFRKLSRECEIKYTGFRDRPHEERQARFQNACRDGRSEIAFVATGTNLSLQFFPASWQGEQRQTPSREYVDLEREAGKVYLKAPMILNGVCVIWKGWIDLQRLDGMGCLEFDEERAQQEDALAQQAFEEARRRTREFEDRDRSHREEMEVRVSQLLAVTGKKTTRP
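AlphaScreen proximity signal reports loss of binding between His-tagged CBF-beta and biotin-labelled RUNX1, each at 30 nM. Proteins are pre-associated for 20 minutes, compounds added for 15 minutes, then beads for 90 minutes, all at ambient temperature.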
KinaseGlo FLuc: Kinase-Glo luciferase inhibition (counter-screen) | Kinase-Glo luciferase, ATP luminescence, 8 min | actives 0.28% (n = 200,000) | Potency, µM (highest dose often 38.3 µM), for inactives: at the top dose activity change, negative = inhibition, hits mostly inhibitors; also: potency is read from the fitted curve at half-maximal effect; % is scaled to controls: 0 for no effect and ±100 for the full control effect; nearly all actives have a fitted effect of over 60% in size
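Light output from Kinase-Glo luciferase with luciferin and 10 uM ATP in 50 mM imidazole pH 7.2, KCl, MgCl2, Tween 20, BSA; compound pin-delivered, 8-min ambient incubation, then luminescence read.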
HTT aggregate: mutant huntingtin aggregation inhibition; Potency, µM (highest dose often 46.1 µM), for the others: top-dose activity change, negative = inhibition, usual class: inhibitors; actives 1.1% (n = 220,000); PC12 HttQ103-GFP aggregates, Acumen cytometry, 40 h; also: potency is read from the fitted curve at half-maximal effect; % is scaled to controls: 0 for no effect and ±100 for the full control effect; nearly all actives have a fitted effect of over 60% in size
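Aggregate formation scored by laser-scanning cytometer (488 excitation, 500–530 emission) in lysed PC12 cells expressing Q103-GFP after 100 nM tebufenozide induction; library tested in dose series, with ATPLite reagent added in the multiplex.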
IMPase Li cell: cell-permeable IMPase inhibitors with lithium potentiation; CHO-M1 cells, IP1 TR-FRET (IP-One), carbachol + lithium; Potency, µM (top dose mostly 59.4 µM), inactives show at the top dose activity, negative = IMPase inhibition, usual class: inhibitors; actives 0.35% (n = 210,000); AID 1457;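 also: IP1 builds up when IMPase is blocked and the TR-FRET signal falls; potency is read from the fitted curve at half-maximal effect; plate controls were basal vehicle for no effect and high inhibitor control for full effect; nearly all actives have a fitted effect of over 50% in size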
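Concentration–response in CHO-M1 cells, lithium-potentiated; 30 min at 37C. IP1 detected by competitive TR-FRET after 10 min lysis at RT. Hill-fitted AC50.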
L3MBTL1 inh: inhibitors of human L3MBTL1; Q9Y468; AlphaScreen L3MBTL1–H3K9me1 peptide binding; Potency, µM (top dose mostly 57.1 µM), for the others: at the highest dose activity, negative = inhibition, usual class: inhibitors; actives 0.66% (n = 230,000); AID 485360; also: potency is read from the fitted curve at half-maximal effect; % is scaled to controls: 0 for no effect and ±100 for the full control effect; nearly all actives have a fitted effect of over 60% in size
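L3MBTL1 (50 nM) pre-complexed 30 min with biotinylated H3(1-15)K9me1 peptide (75 nM), then compounds added for 30 min at room temperature; AlphaScreen streptavidin donor/nickel chelate acceptor beads (10 ug/mL final) read after 30 min dark incubation.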
Epigenetic reg: derepresses silenced GFP reporter in murine cells; murine LDR cells, GFP reporter derepression, 30 h; Potency, µM (titrated, usually from 53.9 µM), for the others: at the top dose GFP activation, hits mostly activators; actives 0.2% (n = 280,000); AID 1865; also: potency is read from the fitted curve at half-maximal effect; % of control where 0% means no effect; nearly all actives have a fitted effect of over 60% in size
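Murine LDR cells bearing a silenced CMV-driven GFP reporter were exposed to compound for 30 h at 37 C. After PBS washes, GFP-positive cells (20-120 um objects) counted by laser-scanning microplate cytometry.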
NPSR antagonist: neuropeptide S receptor (human) antagonism, cAMP. Q6W5P4. CHO-NPSR cells, cAMP TR-FRET, antagonist mode. Potency, µM (top dose mostly 38.3 µM), inactives show top-dose activity change, negative = inhibition, actives largely listed as inhibitors. actives 1% (n = 220,000); also: potency is read from the fitted curve at half-maximal effect; % is scaled to controls: 0 for no effect and ±100 for the full control effect; nearly all actives have a fitted effect of over 50% in size; many of its hits are not listed in these tables
Target sequence (Q6W5P4 whole entry, looked up): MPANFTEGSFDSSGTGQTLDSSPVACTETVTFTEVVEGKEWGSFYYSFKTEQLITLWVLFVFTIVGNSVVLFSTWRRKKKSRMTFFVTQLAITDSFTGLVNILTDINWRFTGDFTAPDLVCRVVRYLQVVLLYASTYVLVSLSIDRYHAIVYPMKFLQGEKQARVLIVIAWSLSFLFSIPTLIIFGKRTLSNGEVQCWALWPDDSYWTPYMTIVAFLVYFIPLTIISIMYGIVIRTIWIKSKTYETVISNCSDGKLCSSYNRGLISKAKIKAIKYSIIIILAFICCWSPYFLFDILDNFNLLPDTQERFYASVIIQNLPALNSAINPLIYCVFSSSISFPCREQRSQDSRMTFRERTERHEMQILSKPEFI
Starred values were filed as active, the others as inactive; ? = inconclusive; / = no result given; [ ] = dose if it differs, or a comment. Calls follow the shape of the dose curve; as a rule, active = well fitted curve in the direction sought with a large enough effect; inconclusive = small, poorly fitted or top-dose-only effect, or another doubt; inactive = no such curve, though single readings can be large; an effect the other way counts as inactive or inconclusive. Not all compounds are listed, so the mix of outcomes need not match the whole.

SMILES | CBFb RUNX1 block | KinaseGlo FLuc | HTT aggregate | IMPase Li cell | L3MBTL1 inh | Epigenetic reg | NPSR antagonist
Cc1c(CCOC(=O)c2cc([N+](=O)[O-])cc([N+](=O)[O-])c2)sc[n+]1CC(=O)c1ccccc1 | -23% | -2% | -12% | 11% | / | 1.1% | 10µM*
O=C(Cc1ccccc1)Nc1nc(=O)c2ccccc2s1 | -3% | -3% | 3% | ? | -4% | 0.2% | ?
CC(=O)C(CC(=O)N1CCCc2ccccc21)C(=O)Nc1ccc(F)cc1 (configuration not stated) | 4% | -3% | -5% | -4%[38.3 µM] | / | 3.1% | -15%[46.1 µM]
CCOC(=O)c1sc(NC(=O)c2cccc(S(=O)(=O)N3CCc4ccccc43)c2)c(C#N)c1C | 1% | / | -13%[9.22 µM] | / | / | 0.0% | -52%
COCCNC(=O)C(NC(=O)C1CCC(C)CC1)C(C)C (configuration not stated) | 3% | 0% | 10% | 2% | 5% | -2.3% | 7%
COCCNC(C(=O)Nc1ccc([N+](=O)[O-])cc1Br)c1ccccc1 (configuration not stated) | ? | -1% | 2% | 9% | -9% | 0.0% | -26%
COc1ccc(NC(=S)N2CCCC(c3nc4ccc(C)cc4[nH]3)C2)c(OC)c1 (configuration not stated) | 0% | 1% | 5%[9.22 µM] | 6% | -7% | 1.9% | 3%
Cc1ccc(C)c(N(CC(=O)Nc2ccc(-c3nc4ccc(C)cc4s3)cc2)S(C)(=O)=O)c1 | 5% | -3% | 7% | -16% | -2% | 12% | -40%
CC(=O)Nc1ccc(N2CCN(Cc3ccccc3F)CC2)cc1 | 6% | 1% | ? | -2%[38.3 µM] | 1%[11.4 µM] | 1.8% | 0%[46.1 µM]
COc1ccc2cc(CN(CC3COCCO3)S(=O)(=O)c3ccc(Cl)cc3)c(=O)[nH]c2c1 (configuration not stated) | 7% | 0% | 15% | 7.1µM* | -7% | 0.0% | ?
CCOC(=O)c1c(C)[nH]c(C)c1C(=O)COC(=O)c1cc(OC)c(OC)cc1OC | 5% | 0% | 1% | -4% | -6% | -1.5% | 10%
Cc1cc(C)cc(NC(=O)COC(=O)CCc2ccc(S(=O)(=O)N3CCOCC3)cc2)c1 | -8% | 6% | 7% | 2% | 0% | -2.9% | 8%
C=CCNC(=S)NNC(=O)C(CCC(C)C)CC(C)O (configuration not stated) | 4% | -5% | -11% | 12%[38.3 µM] | / | 5.6% | -6%[46.1 µM]
CCOC(=O)c1sc2nc(SCC(=O)N(CC)CC)n(CCCN3CCCC3=O)c(=O)c2c1C | -4% | 0% | -7% | 6% | / | 1.0% | -34%
CC1(C)NC(=O)N(CC(O)CN(Cc2ccccc2)Cc2ccccc2)C1=O (configuration not stated) | 5% | 3% | -21% | 26%[38.3 µM] | -4% | 0.0% | -11%[46.1 µM]
O=C(OCC(=O)N1CCN(C(=O)c2ccco2)CC1)c1sc2cc(F)ccc2c1Cl | 4% | 0% | ? | 5%[38.3 µM] | / | 2.0% | -2%[46.1 µM]
CC(CN1CCCCC1)OC(=O)CCc1ccccc1 (configuration not stated) | 1% | 1% | -7%[9.22 µM] | 13% | 12% | 2.4% | -15%
O=C(c1ccncc1)c1nccn1-c1ccccn1 | 0% | / | 5% | / | 3% | -0.6% | 4%[46.1 µM]
O=[N+]([O-])c1ccc(Nc2nc(N/N=C/c3cccc(F)c3)nc(N3CCCC3)n2)cc1 | -17% | 4% | ? | 0% | -2% | 0.0% | -34%
O=C(O)c1ccccc1-c1ccccc1C(=O)Nc1ccccc1 | 1% | -1% | 7% | -10%[38.3 µM] | 4% | 0.0% | -10%[46.1 µM]
O=C(CSc1nc2ccccc2c(=O)n1CCCN1CCOCC1)N1CCN(c2ccccc2)CC1 | -1% | 1% | 16% | 4% | 0% | 1.6% | -4%
O=S(=O)(NC1CC1)c1ccc(S(=O)(=O)N2CCN3CCCC3C2)cc1 (configuration not stated) | -1% | -1% | -4% | 10%[38.3 µM] | -5% | 3.4% | -7%[46.1 µM]
N#C/C(=C\c1c[nH]c2ccccc12)C(N)=O | 24% | / | -19%[9.22 µM] | / | / | 0.0% | -13%
O=[N+]([O-])c1cccc(-c2nnc3ccc4ccccc4n23)c1 | / | -1% | 3% | 5% | -17% | 0.0% | ?
Cc1ccc(C2C(C#N)=C(N)Oc3c2c(=O)n(C)c(=O)n3C)cc1 (configuration not stated) | 4% | 3% | ? | 3%[38.3 µM] | 8% | -1.8% | -2%[46.1 µM]

Some of the entries so far, with tabs:
mol	CBFb RUNX1 block	KinaseGlo FLuc	HTT aggregate	IMPase Li cell	L3MBTL1 inh	Epigenetic reg	NPSR antagonist
CC(CN1CCCCC1)OC(=O)CCc1ccccc1 (configuration not stated)	1%	1%	-7%[9.22 µM]	13%	12%	2.4%	-15%
O=C(c1ccncc1)c1nccn1-c1ccccn1	0%	/	5%	/	3%	-0.6%	4%[46.1 µM]
O=[N+]([O-])c1ccc(Nc2nc(N/N=C/c3cccc(F)c3)nc(N3CCCC3)n2)cc1	-17%	4%	?	0%	-2%	0.0%	-34%
O=C(O)c1ccccc1-c1ccccc1C(=O)Nc1ccccc1	1%	-1%	7%	-10%[38.3 µM]	4%	0.0%	-10%[46.1 µM]

Following part
SMILES | CBFb RUNX1 block | KinaseGlo FLuc | HTT aggregate | IMPase Li cell | L3MBTL1 inh | Epigenetic reg | NPSR antagonist
O=C(CSc1nnc(-c2ccc(O)cc2)n1Cc1ccco1)c1cccs1 | -5% | -3% | 0% | 32%[activator][38.3 µM] | / | -1.0% | -16%[46.1 µM]
CCCC(=O)Nc1ccc(S(=O)(=O)Nc2cc(C)nc(C)n2)cc1 | 7% | 2% | 3% | 5%[38.3 µM] | 10% | -2.5% | 4%[46.1 µM]
CCOc1ccc(NC(=O)c2cccc3c2C(=O)N(Cc2cccnc2)C3)cc1 | -3% | 1% | -8% | 14% | -13% | 0.9% | -24%[46.1 µM]
COc1ccccc1C(=O)Nc1ccc(N2CCN(S(C)(=O)=O)CC2)cc1 | 11% | -11% | -7% | 2% | -6% | -5.9% | 9%[46.1 µM]
CC1CCN(S(=O)(=O)c2cccc(C(=O)Oc3ccc([N+](=O)[O-])cc3)c2)CC1 | 7% | -3% | -5% | 2% | 10% | 0.0% | -17%
COC(=O)Cc1c(O)ccn(CCc2c[nH]c3ccccc23)c1=O | -5% | 2% | 17% | -1% | 8% | ? | 9%
Cc1cc(=O)oc(C)c1C(=O)N[C@@H]1CCCCNC1=O | 2% | 22% | -22% | 25%[38.3 µM] | / | -1.0% | 6%[46.1 µM]
COc1cc(OC)cc(C(=O)Nc2nnc(NC(=S)Nc3ccccc3)s2)c1 | -14% | 2% | 26% | 5% | 1% | -1.1% | ?
CCCCn1c(=O)n(CC(=O)Nc2ccc(C)c(Cl)c2)c(=O)c2c1ncn2Cc1ccco1 | 2% | 0% | 7% | 29%[38.3 µM] | -6% | 6.1% | -29%[46.1 µM]
CC(=O)Nc1c(F)cc(Br)cc1F | 15% | / | -2%[9.22 µM] | / | -4% | -1.7% | -19%
CCOc1ccc(-n2c(N)c(-c3nc4ccccc4n3C)c3nc4ccccc4nc32)cc1 | 3% | 1% | -18% | -6% | 5% | 6.2% | -15%
CCN1CCN(C(c2cccs2)C(C)NC(=O)CC(C)C)CC1 (configuration not stated) | 4% | / | 1% | / | -12% | -3.0% | -2%[46.1 µM]
O=C(NCCCn1ccnc1)c1nn2c(C(F)(F)F)cc(-c3ccccc3)nc2c1Cl | -4% | -7% | -13% | 4% | / | -0.1% | 2%
COc1ccc2c(c1OC)C(=O)N1c3ccccc3N=C(c3ccc([N+](=O)[O-])cc3)CC21 (configuration not stated) | 3% | 1% | -9% | 9% | -10% | 2.9% | -22%[46.1 µM]
CCCCN1Cc2cc(C(=O)c3cc(F)ccc3O)cnc2NC1=O | -8% | 13% | ? | -4%[38.3 µM] | -3% | 1.5% | -10%[7.67 µM]
CCCc1ccc(C(=O)CCC(=O)O)cc1 | -2% | -5% | 17% | -19%[38.3 µM] | 47%[activator] | 0.7% | 0%[46.1 µM]
O=C1c2ccccc2C(=O)C12Cc1ccccc1N1CCN(c3ccccc3)CC12 (configuration not stated) | 9% | / | 11% | / | -10% | -5.5% | ?
Cc1ccc(N2C(=O)C3CCC(C)(C2=O)C3(C)C)cc1 (configuration not stated) | 1% | / | -1%[9.22 µM] | / | 8% | -1.0% | 11%
CC(C)Cn1cc(F)c(=O)n(CC(C)C)c1=O | -4% | -2% | -14% | -2% | / | 1.0% | 16%
O=C(O)CC/C(=N\NC(=O)c1ccc(F)cc1)c1ccc(Br)cc1 | 5% | 4% | 3% | -1% | 6% | -0.3% | 1%
O=C(CCc1nc(-c2ccc(Cl)cc2)no1)NCC1CCCO1 (configuration not stated) | 2% | -2% | -4%[9.22 µM] | -1% | 11% | 2.4% | 8%
Cc1ccc(C)c(CN2C(=O)C3(OCCCO3)c3ccccc32)c1 | 11% | 6% | 0% | 6%[38.3 µM] | 9% | -1.0% | -12%[46.1 µM]
CCc1ccc(Nc2cnn(C34CC5CC(CC(CC(=O)O)(C5)C3)C4)c(=O)c2Cl)cc1 | 4% | 2% | -4% | -8% | / | -2.8% | -5%
Cc1ccc(OCC(=O)N2N=C(c3cccnc3)CC2(O)C(F)(F)F)cc1C (configuration not stated) | 1% | -1% | -12% | 6% | 1% | -1.0% | -7%
CCc1ccc(NC(=O)CN(c2ccccc2)S(=O)(=O)N(C)C)cc1 | -11% | -1% | 5%[9.22 µM] | 10% | -23% | -0.8%[10.1 µM] | -9%
COC(=O)C1=C(C)N(CCc2c[nH]c3ccccc23)C(=O)/C1=C\N(C)C | -3% | 1% | -12%[9.22 µM] | 0% | 1% | -0.7%[10.1 µM] | -9%
c1ccc2cc(OCc3nc4ccccc4[nH]3)ccc2c1 | 7% | -11% | ? | 7% | 2% | 0.9% | -13%[46.1 µM]
Cc1csc(NC(=O)c2ccc(OCC3CCCO3)cc2)n1 (configuration not stated) | -3% | -15% | -19% | -1% | / | 1.1% | 5%
COc1cccc(-c2nn(-c3ccccc3)cc2CNC(C)Cn2cncn2)c1 (configuration not stated) | 1% | -12% | 17%[9.22 µM] | -9% | -8% | 0.1% | 13%
CC(=O)CCn1cnc([N+](=O)[O-])n1 | -4% | 2% | -1% | 0% | / | 0.9% | 26%

Compound activity from PubChem BioAssay.
